Screens: PubChem, NMMLSC
RGS7-Gao – human RGS7-Galphao interaction regulation | P09471 | binding response (% of control), % at 10 µM | Multiplexed bead flow cytometry, RGS7-Galphao binding; actives lie on both sides | AID 1439 | actives 0.35% (n = 220,000); in the data active = binding response below about 49% or above about 150%; inconclusive = no clear call, values can overlap the other calls; inactive = in between;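 also: fluorescent Galphao held in activated GDP-AlF4 state binding bead-coupled RGS7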
Bim-Bcl-W – disrupts Bim peptide binding to human Bcl-W | Q92843 | bead-based flow cytometry | inhibition, % at 10 µM | actives 0.02% (n = 190,000) | AID 952;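 also: 0% = bound tracer without compound and 100% = peptide blocker; higher means less fluorescent Bim peptide bound to Bcl-W beads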
RGS8-Gao reg – human RGS8-Galphao interaction regulation; P09471; multiplexed bead flow cytometry, RGS8-Galphao binding; actives lie on both sides; response (percent of control binding), % at 10 µM; actives 0.34% (n = 220,000); AID 1423; in the data active = response below about 60% or above about 140%; inactive = in between;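 also: Galphao activated as the GDP aluminium fluoride complex binding bead-coupled RGS8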
Bim-Mcl-1 – disrupts Bim peptide binding to human Mcl-1; Bead-based flow cytometry, Bim peptide-Mcl-1 binding; inhibition, % at 10 µM; actives 0.1% (n = 190,000); AID 1009;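 also: 0% = no compound tracer wells and 100% = peptide blocker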
Bcl-XL Bim block – disrupts Bim peptide binding to human Bcl-XL; Q07817; bead flow cytometry, fluorescence; inhibition, % at 10 µM; actives 0.04% (n = 190,000); AID 1007
Bim-Bcl-2 – inhibitors of Bim-Bcl-2 interaction, human | AID 950 | P10415 | Bead-based flow cytometry, Bim peptide-Bcl-2 binding | inhibition, % at 10 µM | actives 0.06% (n = 190,000); in the data active = inhibition above about 40%; inconclusive = no clear call, values can overlap the other calls;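 also: 0% = no compound wells with probe peptide and 100% = reference peptide inhibitor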
Bfl-1 Bim block – human Bim-Bfl-1 interaction inhibition. Q16548. Bead-based flow cytometry, Bim-Bfl-1 binding inhibition. inhibition, % at 10 µM. actives 0.12% (n = 190,000);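 also: 0% = wells without compound plus tracer and 100% = blocker peptide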
RGS4-Gao reg – human RGS4-Galphao interaction regulation; P09471; Multiplexed bead flow cytometry, RGS4-Galphao binding; actives lie on both sides; binding response (% of control), % at 10 µM; actives 0.33% (n = 220,000); in the data active = binding response below about 49% or above about 150%; inactive = in between;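 also: fluorescent Galphao activated with aluminum fluoride binding bead-coupled RGS4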
ABCG2 inh – human ABCG2 inhibition, ABCB1 as counter-screen | Q9UNQ0 | IgMXP3 cells, JC-1 efflux, flow cytometry | inhibition, % at 6.6 µM | actives 0.1% (n = 190,000);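 active = inhibition above 80%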;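 also: 0% = DMSO and 100% = nicardipine control wells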
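Read-out basis: Efflux inhibition in percent versus controls | Test system: ABCG2 IgMXP3 and barcoded ABCB1 CCRF-Adr cell mix | Quantity: 3 million cells/mL in well | Schedule: 10 min at 25 °C | Control set: Nicardipine as high control, DMSO as low control | Reagent: JC-1 as fluorescent efflux pump substrate | Signal: Flow cytometry of retained JC-1 fluorescence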
ABCB1 inh – inhibitors of human ABCB1 transporter, ABCG2 counter-screen; actives 0.067% (n = 190,000); P08183; inhibition, % at 6.6 µM; AID 1326; CCRF-Adr cells, JC-1 efflux, flow cytometry; in the data active = inhibition above about 40%;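 also: 0% = vehicle and 100% = reference inhibitor; higher value means more JC-1 retained so stronger ABCB1 efflux block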
Target sequence (P08183 whole entry, looked up): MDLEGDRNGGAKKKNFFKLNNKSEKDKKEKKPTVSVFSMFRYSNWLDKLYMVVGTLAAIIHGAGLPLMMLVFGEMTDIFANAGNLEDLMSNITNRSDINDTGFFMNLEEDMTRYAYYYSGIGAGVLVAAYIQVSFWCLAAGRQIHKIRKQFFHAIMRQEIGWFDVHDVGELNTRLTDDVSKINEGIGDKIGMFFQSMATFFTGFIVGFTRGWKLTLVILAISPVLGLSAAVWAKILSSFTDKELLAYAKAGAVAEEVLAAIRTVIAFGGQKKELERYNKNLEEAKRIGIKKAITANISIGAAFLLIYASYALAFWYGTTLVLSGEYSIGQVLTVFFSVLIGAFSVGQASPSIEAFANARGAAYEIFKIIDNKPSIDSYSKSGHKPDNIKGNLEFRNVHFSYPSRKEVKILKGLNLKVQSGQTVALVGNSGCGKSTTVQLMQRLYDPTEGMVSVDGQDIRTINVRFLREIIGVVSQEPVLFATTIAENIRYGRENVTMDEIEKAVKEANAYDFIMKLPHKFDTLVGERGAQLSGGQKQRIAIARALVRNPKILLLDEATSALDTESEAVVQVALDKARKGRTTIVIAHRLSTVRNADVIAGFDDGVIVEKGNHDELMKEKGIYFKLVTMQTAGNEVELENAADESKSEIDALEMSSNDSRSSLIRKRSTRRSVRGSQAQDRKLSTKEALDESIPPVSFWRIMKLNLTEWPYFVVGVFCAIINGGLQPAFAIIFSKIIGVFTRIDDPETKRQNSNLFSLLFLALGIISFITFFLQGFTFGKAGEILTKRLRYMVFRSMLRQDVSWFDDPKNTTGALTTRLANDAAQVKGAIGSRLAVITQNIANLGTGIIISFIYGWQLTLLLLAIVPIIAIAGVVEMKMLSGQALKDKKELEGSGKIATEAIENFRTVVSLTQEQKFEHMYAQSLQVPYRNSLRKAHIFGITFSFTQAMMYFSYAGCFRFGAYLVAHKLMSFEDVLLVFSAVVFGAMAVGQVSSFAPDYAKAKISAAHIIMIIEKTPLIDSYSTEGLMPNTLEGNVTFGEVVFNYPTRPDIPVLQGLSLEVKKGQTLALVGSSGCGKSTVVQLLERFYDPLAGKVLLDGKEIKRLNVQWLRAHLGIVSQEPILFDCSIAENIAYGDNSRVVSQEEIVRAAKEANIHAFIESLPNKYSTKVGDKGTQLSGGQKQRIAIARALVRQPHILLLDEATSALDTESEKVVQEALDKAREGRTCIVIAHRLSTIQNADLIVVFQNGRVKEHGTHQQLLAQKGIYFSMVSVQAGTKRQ
Bim-Bcl-B – human Bim-Bcl-B interaction inhibition. Q9HD36. bead-based flow cytometry, Bim peptide-Bcl-B binding. inhibition, % at 10 µM. actives 0.073% (n = 190,000). AID 951;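 also: 0% = tracer peptide without compound and 100% = reference inhibitor peptide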
* = called active by the depositor; ? = inconclusive; . = no result given. Rule as the data show it, unless noted: active = inhibition above about 40%. Outcome played no part in choosing rows; overall some 0.94% were active at least once.

The line under a structure holds: RGS7-Gao | Bim-Bcl-W | RGS8-Gao reg | Bim-Mcl-1 | Bcl-XL Bim block | Bim-Bcl-2 | Bfl-1 Bim block | RGS4-Gao reg | ABCG2 inh | ABCB1 inh | Bim-Bcl-B
CCn1c2ccccc2c2cc(/C=N/NC(=O)c3ccncc3)ccc21
    104 | 0 | 107 | 2 | 1 | 5 | 0 | 105 | 0 | -0.3 | -1
CN1C(=O)C(C(=O)Nc2ccccc2F)c2ccccc21 (stereo not drawn)
    98 | -2 | 92 | -1 | -3 | 0 | 1 | 96 | -2 | . | 0
O=[N+]([O-])c1ccc2c(c1)nc1n2CCCCC1
    ? | -1 | 99 | -3 | -5 | -1 | -5 | 100 | 17 | 0.9 | -8
CC(C)CC(=O)NNC(=O)C(C)C
    101 | -3 | 103 | -5 | -5 | -1 | 0 | 102 | 5 | 0.1 | -7
COc1ccc2c(c1)C(=O)[C@H](O)[C@@H](c1ccc(OC)c(Br)c1)O2
    100 | 0 | 101 | -1 | 0 | -4 | 1 | 101 | 0 | 0.1 | -1
Cc1ccccc1N=Cc1c(O)n(-c2nccs2)c(=O)c2ccccc12
    98 | 0 | 102 | 1 | -1 | 1 | 1 | 101 | -27 | -5.6 | 2
Cc1cccc(NC(=O)Nc2ccc(C)cc2Br)c1
    105 | -5 | 101 | 20 | -3 | -14 | -15 | 103 | 10 | 1.8 | -5
CC(=O)Cc1nsc(NC(=O)c2ccc(-c3cccc(C(F)(F)F)c3)o2)n1
    115 | -2 | 108 | -3 | -9 | -7 | -12 | 110 | 26 | 1.9 | -6
COc1ccc(NC(=O)C(=O)N/N=C/c2cccnc2)c(OC)c1
    100 | 0 | 100 | 0 | -3 | -4 | -1 | 103 | 34 | 1.5 | -2
Cc1ccccc1C(=O)NC(CC(C)C)C(=O)OCc1cc(=O)n2cc(Br)ccc2n1 (stereo not drawn)
    99 | -3 | 101 | -5 | -3 | -1 | -2 | 99 | 3 | 0.4 | -7
CCS(=O)(=O)N1CCC(C(=O)c2ccc(Cl)cc2)CC1
    100 | -1 | 103 | -1 | -2 | 1 | 0 | 103 | 10 | 1.0 | -3
Cc1c(NC(=O)CSc2ccccn2)c(=O)n(-c2ccccc2)n1C
    101 | -5 | 100 | -6 | -8 | -11 | -21 | 103 | 4 | 2.1 | -13
CSCC[C@H](NC(=O)COc1ccc(Cl)cc1)c1nc2ccccc2[nH]1
    108 | -7 | 124 | -10 | -12 | -4 | -3 | 112 | 12 | 4.3 | -11
COc1ccc2c(c1)c1ncn(CCc3ccccc3)c(=O)c1n2C
    96 | 0 | 101 | 1 | -7 | -10 | -13 | 99 | 8 | 1.0 | -7
C=CCN(C(=O)Nc1ccc(Cl)cc1)C1CC(=O)N(c2ccc(OC)cc2)C1=O (stereo not drawn)
    100 | 5 | 99 | 1 | -3 | 0 | -9 | 101 | 2 | 0.5 | -3
Cc1cc2c(c(=O)n1CC1CCCO1)C(c1ccc3c(c1)OCO3)C(C#N)=C(N)O2 (stereo not drawn)
    104 | 0 | 103 | 1 | -1 | -2 | -4 | 103 | 2 | 0.5 | 0
CCCN(CCC)c1ccc(CC(=O)NC(C)Cc2ccccc2)cc1 (stereo not drawn)
    99 | -3 | 101 | -3 | -1 | 3 | 2 | 98 | 0 | 0.2 | 0
CCc1ccccc1NC(=O)C1CCN(C(=O)c2ccc([N+](=O)[O-])cc2)CC1
    101 | 2 | 103 | 1 | 1 | -4 | -7 | 105 | 1 | 0.1 | -3
O=C(NC(=S)Nc1nc(-c2ccccc2)cs1)c1cccnc1
    95 | -1 | 94 | -1 | -4 | 0 | 5 | 93 | 2 | 0.1 | -16
CC(=O)NC1=NC(=O)/C(=C/N2CCOCC2)S1
    94 | 0 | 96 | 0 | -1 | 1 | 0 | 97 | 0 | -0.1 | 3
Fc1cc(F)cc(NC(=S)Nc2ccccc2N2CCOCC2)c1
    100 | -1 | 99 | -3 | -6 | -3 | -1 | 103 | 3 | 0.7 | -5
CCN(CC)S(=O)(=O)c1ccc(N(C)CCc2ccc(OC)c(OC)c2)nc1
    105 | 2 | 102 | 0 | 0 | -5 | -4 | 95 | 2 | 0.4 | -2
OCCC1CN(CCCn2cccn2)CCN1C1CCCCC1 (stereo not drawn)
    95 | -4 | 99 | -4 | -2 | 0 | -4 | 100 | 2 | 0.4 | -1
CC(NC(=O)C(=O)NCCCn1ccnc1)c1ccccc1 (stereo not drawn)
    95 | -2 | 99 | -1 | -2 | -1 | -7 | 100 | 1 | 0.2 | -5
Cc1ccc(CNC(=S)Nc2cc(C(=O)O)ccc2C)cc1
    91 | -4 | 94 | -3 | -6 | -6 | -4 | 95 | 2 | 0.8 | -2
Cc1cccc(CC2SC(N)=NC2=O)c1 (stereo not drawn)
    103 | -2 | 101 | 0 | -4 | -2 | -6 | 102 | 12 | 0.1 | -4
COCC(=O)Nc1nnc(COc2ccccc2)s1
    97 | 4 | 103 | 5 | -3 | 2 | 1 | 96 | 1 | 0.1 | -1
N#Cc1ccccc1Cn1c(=O)n(-c2ccc(CC(=O)NCc3ccco3)cc2)c(=O)c2sccc21
    96 | -1 | 102 | 0 | -5 | -7 | -13 | 101 | 2 | 0.1 | -3
COc1ccc(S(=O)(=O)Nc2cc(OC)c(NC(=O)c3ccco3)cc2OC)cc1
    85 | 2 | 91 | 3 | 2 | 4 | 1 | 77 | 5 | 0.9 | 0
O=C(NCCN1C(=O)C2C3C=CC(C3)C2C1=O)Nc1ccccc1 (stereo not drawn)
    102 | -2 | 102 | -7 | -5 | 0 | -1 | 105 | -1 | -0.1 | 0
O=c1[nH]oc(O)c1-c1ncc(C(F)(F)F)cc1Cl
    98 | -2 | 95 | -1 | -2 | -1 | -4 | 93 | 2 | 1.1 | 0
O=c1cc(CO)oc(CN2CCN(CCO)CC2)c1O
    97 | -1 | 109 | -4 | -4 | -4 | -2 | 88 | 1 | 0.2 | 0
S=C(NCc1ccco1)N/N=C/c1ccc(Cl)cc1
    97 | -2 | 82 | -4 | -4 | 0 | -1 | 99 | 5 | 0.3 | -6
CCOC(=O)C1=C(C)N=C2SC(C)C(=O)N2C1c1ccc(C(=O)OC)cc1 (stereo not drawn)
    100 | -6 | 104 | -10 | -10 | -6 | -9 | 104 | 16 | 3.9 | -9
COc1ccc(Br)cc1S(=O)(=O)NCCN1CCOCC1
    104 | -1 | 105 | -2 | -5 | 1 | 3 | 105 | 4 | 0.9 | 0
O=C(CSc1nc2ccccc2c(=O)n1CCCN1CCOCC1)NC12CC3CC(CC(C3)C1)C2
    93 | 0 | 98 | 0 | 0 | 0 | -1 | 97 | 6 | 3.7 | -2
CC1=C(C(N)=O)C(c2ccccc2)n2nc(-c3cccs3)nc2N1 (stereo not drawn)
    88 | 3 | 104 | 0 | 0 | -2 | -10 | 100 | 0 | 0.3 | -5
O=C1C2(CCC13COC(c1ccc(O)cc1)OC3)COC(c1ccc(O)cc1)OC2 (stereo not drawn)
    101 | -4 | 100 | -3 | -7 | -8 | -19 | 100 | 5 | 0.4 | -12
CC(C)c1nc(SCC(=O)Nc2ccc3c(c2)OCCO3)c2c(=O)n(C)c(=O)n(C)c2n1
    101 | 3 | 101 | 0 | -3 | -6 | -8 | 99 | 2 | 0.4 | -5
COc1ccc(OCC(=O)NNC(=O)c2cccc(S(=O)(=O)N(C)C)c2)cc1
    99 | -5 | 98 | -2 | -5 | -2 | -6 | 100 | 11 | -0.1 | -6

The list goes on, overlapping the part above by two compounds.
The line under a structure holds: RGS7-Gao | Bim-Bcl-W | RGS8-Gao reg | Bim-Mcl-1 | Bcl-XL Bim block | Bim-Bcl-2 | Bfl-1 Bim block | RGS4-Gao reg | ABCG2 inh | ABCB1 inh | Bim-Bcl-B
CC(C)c1nc(SCC(=O)Nc2ccc3c(c2)OCCO3)c2c(=O)n(C)c(=O)n(C)c2n1
    101 | 3 | 101 | 0 | -3 | -6 | -8 | 99 | 2 | 0.4 | -5
COc1ccc(OCC(=O)NNC(=O)c2cccc(S(=O)(=O)N(C)C)c2)cc1
    99 | -5 | 98 | -2 | -5 | -2 | -6 | 100 | 11 | -0.1 | -6
Cc1ccc(NC(=S)/N=C(\N)Nc2nc(C)c3cc(C)ccc3n2)c(C)c1
    100 | -3 | 102 | -5 | -6 | -1 | -3 | 101 | -2 | -0.5 | -5
O=C(CSc1nc2ccsc2c(=O)n1CC1CCC(C(=O)O)CC1)c1ccc(F)cc1 (stereo not drawn)
    102 | 0 | 105 | 0 | -1 | 1 | -3 | 103 | 0 | 0.1 | -2
Cc1ccc(C2NC(=O)NC(O)(C(F)(F)F)C2C(=O)c2ccccc2)o1 (stereo not drawn)
    97 | 4 | 105 | 13 | 0 | 15 | 1 | 97 | 7 | 1.4 | 2
CCCCOc1ccc(C(=O)NCc2ccccn2)cc1
    98 | -3 | 101 | 0 | -2 | 0 | 1 | 97 | 4 | 0.2 | -3
Cn1nc(OC(=O)Nc2ccccc2)cc1C(F)(F)F
    98 | 0 | 101 | -3 | -3 | -3 | -4 | 101 | 2 | 0.4 | -1
CC(C)CNC(=O)CN(C1CCCCC1)S(=O)(=O)c1ccccc1
    92 | -6 | 95 | -5 | -2 | -2 | -1 | 97 | 4 | 0.9 | -4
CC(C)c1ccccc1NC(=S)NC1CCN(Cc2ccccc2)CC1
    92 | -7 | 101 | -4 | -9 | -7 | -10 | 98 | 2 | 1.0 | -6
CCS(=O)(=O)N1CCC(C(=O)N2CCc3ccccc3C2)CC1
    108 | -6 | 115 | -7 | -8 | -4 | -22 | 106 | 8 | 1.3 | -10
Cc1cccc(C)c1NC(=O)C1CCCN(CCCc2ccccc2)C1 (stereo not drawn)
    86 | 0 | 92 | 1 | -3 | -4 | -1 | 87 | 7 | 1.2 | -4
CC(=O)Nc1ccc(NC(=O)CCCCCN2C(=O)c3ccccc3C2=O)cc1
    97 | -1 | 99 | -4 | -8 | -9 | -20 | 98 | 38 | -0.3 | -10
O=C(CCS(=O)(=O)c1ccc(Br)s1)NCc1cccs1
    100 | 0 | 100 | 0 | -2 | -5 | -15 | 99 | 7 | 0.3 | -7
Cc1ccc(S(=O)(=O)CCc2nc3ccccc3[nH]2)cc1C
    101 | 0 | 104 | 0 | -1 | -5 | -4 | 104 | 2 | 1.1 | -3
O=C(O)CCc1ccc(-c2ccccc2)n1NC(=O)c1cccs1
    107 | 0 | 103 | -1 | -3 | -4 | -7 | 102 | -1 | -0.2 | -6
CCCN(CCC(=O)Nc1cc(OC)cc(OC)c1)CC1CC1
    99 | -1 | 100 | 1 | 3 | 2 | 1 | 100 | 4 | 0.6 | -1
CN(C=C1C(=O)CC(C)(C)CC1=O)CCN1CCNCC1
    99 | 3 | 100 | 4 | 0 | -3 | -3 | 102 | 2 | 0.2 | -5
O=C(NCc1ccc2c(c1)OCO2)Oc1ccccc1
    101 | 2 | 99 | 2 | -2 | -3 | -9 | 104 | 1 | 0.2 | -4
